# TRb-SRC2 inh – qHTS for Inhibitors of the Interaction of Thyroid Hormone Receptor and Steroid Receptor Coregulator 2. Thyroid hormone receptor beta (Homo sapiens), P10828. TRbeta-SRC2 peptide binding, fluorescence polarization; receptor liganded with 1 µM T3. Potency, µM (titrated, usually from 106 µM), for inactives: at the highest dose activity change, negative = inhibition, usual class: inhibitors. 280,000 tested, 0.065% active. AID 1469, 2008;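 also: plate controls were bound peptide for no effect and peptide without receptor for full effect; nearly all actives have a fitted effect of over 50% in size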
# Target sequence (P10828 whole entry, looked up): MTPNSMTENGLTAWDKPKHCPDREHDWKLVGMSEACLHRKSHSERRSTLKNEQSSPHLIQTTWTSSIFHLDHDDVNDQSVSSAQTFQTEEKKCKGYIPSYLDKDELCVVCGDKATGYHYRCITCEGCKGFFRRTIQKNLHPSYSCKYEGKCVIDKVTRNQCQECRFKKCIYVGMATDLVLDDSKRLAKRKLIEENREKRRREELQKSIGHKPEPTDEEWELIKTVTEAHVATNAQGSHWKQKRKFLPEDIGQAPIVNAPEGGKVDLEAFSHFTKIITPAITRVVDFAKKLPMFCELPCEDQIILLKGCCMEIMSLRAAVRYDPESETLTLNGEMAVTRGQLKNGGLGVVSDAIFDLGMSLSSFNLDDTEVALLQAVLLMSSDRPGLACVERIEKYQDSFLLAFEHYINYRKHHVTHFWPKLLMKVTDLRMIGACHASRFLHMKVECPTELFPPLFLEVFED
#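 TRb LBD 0.6 uM + Texas Red SRC2 peptide 20 nM, 1 uM T3, Tris buffer w/ 5% DMSO; compound pinned, 5 h RT; FP read ex 555/em 632; normalized to unbound and bound controls.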
# TexasRed fluor – Total Fluorescence Counterscreen for Inhibitors of the Interaction of Thyroid Hormone Receptor and Steroid Receptor Coregulator 2. TRb/SRC2 Texas Red total fluorescence interference. Potency, µM (doses to about 106 µM), for the others: at the highest dose fluorescence change, negative = quenching. 280,000 tested, 0.29% active. AID 1479, 2009; active = well fitted curve in either direction with a large enough effect; inconclusive = small, poorly fitted or top-dose-only effect; also: % is scaled to controls: 0 for no effect and ±100 for the full control effect
#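 Human TRβ ligand-binding domain (0.6 uM) and Texas Red SRC2 peptide (20 nM) in Tris buffer with 1 uM T3 and 5% DMSO were incubated with pinned compound for 5 hr at ambient temperature. Total fluorescence was computed as S + 2P (555/632 nm).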
# RECQ1 inh – qHTS Assay for Inhibitors of RecQ-Like Dna Helicase 1 (RECQ1) | 240,000 tested, 0.54% active | RECQ1 DNA unwinding, red fluorescence kinetic read | Potency, µM (doses to about 57.3 µM), for the others: at the highest dose activity, negative = inhibition, hits mostly inhibitors;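 also: plate controls were vehicle for no effect and no enzyme for full effect; nearly all actives have a fitted effect of over 30% in size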
# Target sequence (P46063 whole entry, looked up): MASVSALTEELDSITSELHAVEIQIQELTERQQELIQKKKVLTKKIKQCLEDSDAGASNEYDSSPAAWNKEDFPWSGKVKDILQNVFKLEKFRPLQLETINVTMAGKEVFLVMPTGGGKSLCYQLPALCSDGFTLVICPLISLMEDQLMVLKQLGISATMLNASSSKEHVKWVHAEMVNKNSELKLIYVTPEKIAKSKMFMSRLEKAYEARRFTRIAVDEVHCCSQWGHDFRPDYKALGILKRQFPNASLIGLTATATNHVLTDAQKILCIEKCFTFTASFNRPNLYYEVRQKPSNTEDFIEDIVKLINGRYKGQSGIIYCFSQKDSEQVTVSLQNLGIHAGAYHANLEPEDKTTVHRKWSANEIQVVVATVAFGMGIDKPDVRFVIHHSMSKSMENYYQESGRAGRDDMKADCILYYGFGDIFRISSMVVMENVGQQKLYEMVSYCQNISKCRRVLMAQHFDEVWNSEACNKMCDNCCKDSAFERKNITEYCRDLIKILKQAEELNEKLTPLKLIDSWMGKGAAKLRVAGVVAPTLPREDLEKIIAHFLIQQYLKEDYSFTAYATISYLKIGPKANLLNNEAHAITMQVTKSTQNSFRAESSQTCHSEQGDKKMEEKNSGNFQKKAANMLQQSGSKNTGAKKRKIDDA
#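 RECQ1T1 50 nM; forked duplex (20 bp + 30-nt ss tails) 200 nM, ATP 2 mM final; pH 8.0, 2 mM MgCl2, 2.5 ug/ml poly(dI-dC); 15 min compound preincubation; discontinuous kinetic read over 2 h at RT.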
# Tau fluor cs – Counterscreen qHTS for Inhibitors of Tau Fibril Formation, Fluorescence Polarization; 280,000 tested, 0.93% active; tau K18 P301L Alexa594 fluorescence, heparin fibrillization; Potency, µM (series often up to 57.7 µM), without a hit: top-dose activity change, negative = decrease; also: % is scaled to controls: 0 for no effect and ±100 for the full control effect; nearly all actives have a fitted effect of over 55% in size
#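 Human tau K18 P301L (15 uM unlabeled, 0.24 uM Alexa 594-labeled) in 100 mM sodium acetate pH 7 with 20 uM heparin, 6 hr at 37 C. ThT 30 uM added, 1 hr ambient; Alexa 594 FP and total fluorescence read at 555/632 nm.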
# L3MBTL1 inh – qHTS Assay for the Inhibitors of L3MBTL1; AlphaScreen L3MBTL1–H3K9me1 peptide binding; 230,000 tested, 0.66% active; Potency, µM (top dose mostly 57.1 µM), for the others: top-dose activity, negative = inhibition, hits mostly inhibitors; also: % is scaled to controls: 0 for no effect and ±100 for the full control effect; nearly all actives have a fitted effect of over 60% in size
#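 L3MBTL1 (50 nM) pre-complexed 30 min with biotinylated H3(1-15)K9me1 peptide (75 nM), then compounds added for 30 min at room temperature; AlphaScreen streptavidin donor/nickel chelate acceptor beads (10 ug/mL final) read after 30 min dark incubation.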
# Tau FP inhib – qHTS for Inhibitors of Tau Fibril Formation, Fluorescence Polarization. 280,000 tested, 0.39% active. K18 P301L tau heparin fibrillization, Alexa594 FP, 6 h. Potency, µM (titrated, usually from 57.7 µM), inactives show at the top dose activity, negative = inhibition, actives largely listed as inhibitors; also: % is scaled to controls: 0 for no effect and ±100 for the full control effect; nearly all actives have a fitted effect of over 55% in size
#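 Quantitative HTS format: compounds meet 15 uM recombinant K18 P301L tau and Alexa 594-tau tracer in 100 mM sodium acetate pH 7; 20 uM heparin triggers fibrillization at 37 C over 6 hr; FP gives the signal.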
# Tau fibril ThT – qHTS for Inhibitors of Tau Fibril Formation, Thioflavin T Binding | 270,000 tested, 2.1% active | recombinant tau K18 P301L, heparin-induced fibrillization, ThT fluorescence | Potency, µM (titrated, usually from 57.4 µM), for the others: at the highest dose activity, negative = inhibition, actives largely listed as inhibitors; also: % is scaled to controls: 0 for no effect and ±100 for the full control effect; nearly all actives have a fitted effect of over 55% in size
#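 Using a mix of unlabeled (15 uM) and Alexa 594-labeled (0.24 uM) tau K18 P301L, heparin-triggered fibrillization over 6 hr at 37 C was scored by ThT fluorescence.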
# HTT cytoprotect – qHTS Multiplex Assay to Identify Dual Action Probes in a Cell Model of Huntington: Cytoprotection (ATP) | PC12 HTT-Q103 induced, cytoprotection, ATP luminescence, 40 h | Potency, µM (series often up to 56.4 µM), for the others: cytoprotection (ATP increase), usual class: activators | 230,000 tested, 0.14% active | AID 1471, 2008;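 also: % of control where 0% means no effect; nearly all actives have a fitted effect of over 45% in size; toxic huntingtin expression switched on by the ecdysone agonist tebufenozide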
#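 PC12 cells stably carrying ecdysone-inducible Htt exon 1 (Q103)–GFP were induced with 100 nM tebufenozide (final) alongside library compounds in a dose series. Cytoprotection was scored as retained ATP by ATPlite luminescence.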
# Numbers without * were called inactive; i = inactive; u = inconclusive; x = not tested or not shown; & = joins results of further samples; [ ] = another dose, or the depositor's remark. Unless noted, calls follow the shape of the dose curve; as a rule, active = well fitted curve in the direction sought with a large enough effect; inconclusive = small, poorly fitted or top-dose-only effect, or another doubt; inactive = no such curve, though single readings can be large; an effect the other way counts as inactive or inconclusive. Potency is read from the fitted curve at half-maximal effect. These rows are one share of the data; the hit share may differ from the screen's.
# Start of the data: the first 5 records as a preview:
SMILES,TRb-SRC2 inh,TexasRed fluor,RECQ1 inh,Tau fluor cs,L3MBTL1 inh,Tau FP inhib,Tau fibril ThT,HTT cytoprotect
Cc1cccn2c(=O)c(C(=O)NCCc3ccccc3)cnc12,-1%,-1%,x,-8%,x,u,-8%,x
COc1ccc(OC)c(NC(=O)CSc2nc3ccccc3c3nc4ccccc4n23)c1,-19%,-2%,-8%,-3%,-3%,3%,-5%,10%[10 µM]
COc1ccccc1NC(=O)CC1C(=O)Nc2c1c(=O)n(C)c(=O)n2C (configuration not stated),3%,2%,-15%,-2%,4%,8%,-2%,-24%
COCCCNC(=O)c1cn(CC(C)C)c(=O)c2c1c1ccccc1n2C,-3%&-5%,4%&-2%,-4%,-14%&1%,x,-6%&8%,-9%&-3%,-11%
COCN(C#N)c1nc(OC)nc(OC)n1,5%,-4%,i,1%,-1%,-4%,10%,-8%

# Results, from the start:
SMILES,TRb-SRC2 inh,TexasRed fluor,RECQ1 inh,Tau fluor cs,L3MBTL1 inh,Tau FP inhib,Tau fibril ThT,HTT cytoprotect
Cc1cccn2c(=O)c(C(=O)NCCc3ccccc3)cnc12,-1%,-1%,x,-8%,x,u,-8%,x
COc1ccc(OC)c(NC(=O)CSc2nc3ccccc3c3nc4ccccc4n23)c1,-19%,-2%,-8%,-3%,-3%,3%,-5%,10%[10 µM]
COc1ccccc1NC(=O)CC1C(=O)Nc2c1c(=O)n(C)c(=O)n2C (configuration not stated),3%,2%,-15%,-2%,4%,8%,-2%,-24%
COCCCNC(=O)c1cn(CC(C)C)c(=O)c2c1c1ccccc1n2C,-3%&-5%,4%&-2%,-4%,-14%&1%,x,-6%&8%,-9%&-3%,-11%
COCN(C#N)c1nc(OC)nc(OC)n1,5%,-4%,i,1%,-1%,-4%,10%,-8%
O=C(/C=C/c1cn(-c2ccccc2)nc1-c1cccnc1)N1CCCCC1,5%,0%,-8%,-6%,-1%,-4%,-9%,-29%[10 µM]
Cc1ccc(CC2CC(=O)N(c3ccc(C)cc3)C2=O)cc1 (configuration not stated),-1%,2%,i,-2%,2%,-2%,-1%,-6%
COc1cccc(-n2nnnc2SCC(=O)N2CCCc3ccccc32)c1,-5%,-5%,0%,-13%,3%,-15%,u,-9%
Cc1ccc(NC(=O)N2CC3CCCN3c3ccccc32)c(C)c1 (configuration not stated),3%,-1%,x,-21%,x,8%,u,x
CCOC(=O)C(=O)NCC(c1cccnc1)N1CCN(c2ccccc2)CC1 (configuration not stated),2%,0%,x,-8%,x,7%,-5%,x
CN(C)S(=O)(=O)c1ccc(NC(=O)c2ccncc2)cc1,5%,-2%,-1%,0%,1%,0%,-1%,-15%[10 µM]
CCc1ccc(NS(=O)(=O)c2cccc3nonc23)cc1,2%,4%,-1%,-23%,x,7%,-16%,1%
CN1C2CCC1CC(NC(=O)c1nn(C)c3ccccc13)C2 (configuration not stated),-1%&1%,-2%&-1%,34%&3%[activator],-5%&-2%,x,-4%&1%,-7%&3%,-37%
COC(=O)c1ccc(NC(=O)COc2ccccc2OC)cc1,-6%,-1%,-4%,-5%,-2%,3%,u,-31%
O=C(O/N=C(\c1ccccc1)c1ccncc1)c1ccccc1Cl,3%,-7%,i,-12%,x,1%,-6%,-3%

# Just Tau FP inhib, L3MBTL1 inh and RECQ1 inh, for some of the entries so far:
Compound | Tau FP inhib | L3MBTL1 inh | RECQ1 inh
CN(C)S(=O)(=O)c1ccc(NC(=O)c2ccncc2)cc1 | 0% | 1% | -1%
Cc1ccc(NC(=O)N2CC3CCCN3c3ccccc32)c(C)c1 (configuration not stated) | 8% | x | x

# New compounds follow
SMILES,TRb-SRC2 inh,TexasRed fluor,RECQ1 inh,Tau fluor cs,L3MBTL1 inh,Tau FP inhib,Tau fibril ThT,HTT cytoprotect
CC(C)C(c1nnnn1C1CCCCC1)N1CCN(c2ncccn2)CC1 (configuration not stated),-6%,-3%,i,0%,2%,-3%,-8%,7%
Cc1ccccc1NC(=O)C1c2ccccc2Oc2ccccc21,13%,-1%,-5%,-2%,0%,-11%,2%,-14%[10 µM]
O=C(NNc1ccc(O)cc1)c1ccc(Br)cc1,-4%,1%,-2%,u,u,u,16µM*,-44%[inhibitor]
O=C1CCCc2ccccc2N1Cc1ccccc1Cl,0%,-1%,-16%,1%,8%,7%,5%,18%
Cc1ccc(CNC(=O)CCCn2c(=O)c3ccccc3n(Cc3ccccc3Cl)c2=O)cc1,-3%,-1%,x,0%,x,8%,2%,x
O=C(N1CCCCCC1)n1c(Cc2ccccc2)nc2ccccc21,1%,1%,-2%,-8%,-1%,-8%,-5%,-2%[1.9 µM]
Cc1ccc2cc(C(c3nnnn3C3CCCC3)N3CCN(c4ccccc4)CC3)c(=O)[nH]c2c1 (configuration not stated),-13%,-1%,-8%,-9%,x,-2%,-18%,-32%[10 µM]
COc1ccc(C(=O)OCC(=O)c2ccc(C3CCCCC3)cc2)cc1,6%,0%,-1%,-21%,9%,u,-21%,14%[10 µM]
Cc1nc2ccc(NC(=O)N3CCSCC3)cc2s1,-1%,-1%,i,-9%,x,2%,-13%,9%[0.074 µM]
Cc1cc(C)n(-c2nc(NCCCO)c3c4c(sc3n2)CCCC4)n1,8%,-1%,-4%,-8%,-3%,-3%,u,-69%[inhibitor][0.074 µM]
CN1C(=S)SC(N(O)C=C2C=CC(=O)C=C2)C1(C)C (configuration not stated),4%,-6%,-6%,-13%,x,-4%,-11%,-12%
O=c1nc(N2CCCCCC2)nc(N2CCCCCC2)[nH]1,-16%,-1%,2%,0%,3%,-4%,2%,-11%
Cc1nc(NC(=O)c2ccccc2)sc1-c1csc(Nc2ccc(Cl)cc2)n1,-1%,6%,-4%,8.9µM*[quencher],-3%,5%,5µM*,-48%[inhibitor]
COc1cccc(COCC(O)Cn2cnc3cc(C)c(C)cc32)c1 (configuration not stated),-2%,-3%,-2%,-6%,x,-8%,-4%,-16%
CC(=O)Nc1ccc(S(=O)(=O)NC2(C(F)(F)F)C(=O)Nc3c2c(=O)n(C)c(=O)n3C)cc1 (configuration not stated),7%,2%,-12%,-1%,x,u,-6%,0%
CS(=O)(=O)Nc1cccc(C2=NN(S(C)(=O)=O)C(c3ccccc3)C2)c1 (configuration not stated),-10%,0%,-17%,-7%,x,-1%,-4%,-23%
CCOC(=O)C1CCN(C(=O)Cc2ccc(OC)c(OC)c2)CC1,7%,0%,-5%,-4%,-6%,1%,3%,-9%
COc1ccccc1Nc1nc2ccccc2n2cnnc12,8%,0%,i,-15%,10%,-5%,-5%,-4%[10 µM]
CCC(=O)N(C1=C(NC)C(=O)c2ccccc2C1=O)C(C)C,0%,0%,-2%,0%,x,8%,-7%,-110%[inhibitor]
N#Cc1c(C(F)(F)F)cc(-c2ccccc2Cl)[nH]c1=O,-18%,0%,-7%,-8%,8%,-1%,-1%,1%[10 µM]
COC(=O)c1ccc(NC(=S)NN2CCOCC2)cc1,2%,-2%,i,3%,14%,12%,6%,-19%[10 µM]
CC1CN(C(=O)Nc2cccc(Cl)c2)C2(CCCCCC2)O1 (configuration not stated),-2%,-1%,i,-21%,x,-8%,-1%,-7%
O=C(Nc1ccccc1N1CCCC1)c1cccc(-c2cc3ccccc3oc2=O)c1,-9%[53 µM],-2%[53 µM],-10%,u,-15%,14%,-10%,-9%[10 µM]
O=C(Nc1nnc(-c2ccncc2)o1)c1ccccc1F,1%,-1%,-3%,3%,u,3%,1%,-20%
CC(NC(=O)c1ccccc1)C(=O)N/N=C/c1ccc(O)cc1 (configuration not stated),-1%,-1%,-4%,-2%,x,0%,-2%,-29%
COc1ccc(NS(=O)(=O)c2cc(NC(=O)/C=C/c3cc(OC)c(OC)c(OC)c3)ccc2N2CCCCC2)cc1,0%,2%,-12%,u,-3%,u,-4%,x
Cc1cc(C(N)=O)c2cc(Br)ccc2n1,0%,3%,-5%,1%,4%,-5%,-5%,3%[1.9 µM]
COc1cc2nc(COc3ccccc3[N+](=O)[O-])oc(=O)c2cc1OC,-4%,-3%,-7%,0%,13%,6%,-16%,-1%[10 µM]
CCC(O)(CC)C(=O)NN(C(=O)Nc1csc2c1CCCC2)c1ccccc1,2%,2%,-1%,-14%,7%,-1%,-14%,x
O=C(Cc1ccc([N+](=O)[O-])cc1)NCc1ccc2c(c1)OCO2,5%,0%,0%,1%,6%,-4%,5%,15%[0.074 µM]
COc1ccc(N(CC(=O)NCc2cccs2)S(=O)(=O)c2c(C)n[nH]c2C)cc1,-7%,1%,i,-10%,-7%,1%,-7%,3%
Cc1cccc(NC(=S)NCCN2CCOCC2)c1,-2%,0%,u,-12%,3%,10%,-12%,24%[10 µM]
CC(=O)NC1CC2CCC(C1)N2Cc1ccc(C)cc1 (configuration not stated),7%,1%,-5%,4%,7%,-1%,-3%,14%[10 µM]
Cc1c(N=C2C=CC(=O)c3ccccc32)c(=O)n(-c2ccccc2)n1C,-25%,-23%,-7%,4.5µM*[quencher],x,7.9µM*,2.2µM*,-163%[inhibitor]
CCCCNC(=O)Cc1c(O)c2ccccc2[nH]c1=O,-7%,1%,14%,0%,x,10%,-14%,-11%
Cc1ccc(S(=O)(=O)NCC(C)NS(=O)(=O)c2ccc(C)cc2)cc1 (configuration not stated),-7%,1%,i,-4%,0%[11.4 µM],0%,-2%,10%
Cc1cc(C)c(Cn2c3ccccc3c3cnn(CC(=O)N4CCCCCC4)c(=O)c32)c(C)c1,12%,-3%,x,-2%,x,-5%,u,x
OCCNC1=NCCN1,-16%,-2%,5%,4%,-1%,1%,-2%,-2%
